Screening results: PubChem BioAssay, National Center for Advancing Translational Sciences (NCATS)
PNC inhibitor: perinucleolar compartment assembly inhibition; PC3M PTB-GFP, PNC prevalence imaging, 16 h; stronger effect = lower value; activity change (PNC), negative = inhibition, % at 10 µM; actives 3.1% (n = 140,000);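 active = readout at or below -70, meaning at least 70% loss of cells showing the perinucleolar compartment, a nuclear body marking cancer cells; inconclusive = readout between -30 and a set limit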;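 also: plate controls were DMSO wells for no effect and camptothecin positive control wells for full effect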
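Compounds are pinned in duplicate onto adhered PC3M cells stably expressing GFP-tagged PTB and incubated 16 h at 37 C. Cells are then fixed, nuclei stained with Hoechst, and PNC-positive cells counted.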
15-hLO-2 inh: 15-hLO-2 (ALOX15B) enzyme inhibition; purified 15hLO-2, xylenol orange hydroperoxide absorbance; AID 881; O15296; actives 0.56% (n = 110,000); Potency, µM (highest dose often 57.1 µM), inactives show at the top dose activity change, negative = inhibition, hits mostly inhibitors; also: potency is read from the fitted curve at half-maximal effect; nearly all actives have a fitted effect of over 60% in size; many of its hits are not listed in these tables
Target sequence (O15296 whole entry, looked up): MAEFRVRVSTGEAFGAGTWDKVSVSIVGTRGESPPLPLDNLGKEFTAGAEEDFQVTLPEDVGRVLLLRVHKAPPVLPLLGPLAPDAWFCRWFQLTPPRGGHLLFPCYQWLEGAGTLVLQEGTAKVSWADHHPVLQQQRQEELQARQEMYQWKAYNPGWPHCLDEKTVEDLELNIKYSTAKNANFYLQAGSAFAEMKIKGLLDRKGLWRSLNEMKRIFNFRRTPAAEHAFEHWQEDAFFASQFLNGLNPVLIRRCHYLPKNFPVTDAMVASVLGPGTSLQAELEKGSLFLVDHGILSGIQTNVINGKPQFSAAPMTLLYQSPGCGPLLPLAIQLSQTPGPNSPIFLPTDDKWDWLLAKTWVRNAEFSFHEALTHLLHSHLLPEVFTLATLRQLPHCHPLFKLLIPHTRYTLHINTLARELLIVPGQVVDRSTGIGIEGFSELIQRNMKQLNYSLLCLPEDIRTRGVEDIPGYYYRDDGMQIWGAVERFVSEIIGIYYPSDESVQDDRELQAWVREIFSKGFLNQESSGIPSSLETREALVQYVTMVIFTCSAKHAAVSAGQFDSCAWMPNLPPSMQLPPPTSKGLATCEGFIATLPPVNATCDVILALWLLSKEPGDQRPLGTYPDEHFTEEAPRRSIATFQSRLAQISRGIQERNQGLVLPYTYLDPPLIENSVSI
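Screening format was qHTS against 50 nM purified 15hLO-2 in Hepes pH 7.5 with detergent. Activity follows hydroperoxide formation from 45 uM arachidonic acid, measured as 573:405 nm absorbance ratio of the ferric-xylenol orange complex.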
12-hLO inh: inhibitors of human 12-lipoxygenase (ALOX12); purified 12-hLO, xylenol orange hydroperoxide absorbance; Potency, µM (series often up to 57.1 µM), for the others: at the highest dose activity change, negative = inhibition, usual class: inhibitors; actives 0.12% (n = 150,000); AID 1452; also: potency is read from the fitted curve at half-maximal effect; nearly all actives have a fitted effect of over 55% in size; many of its hits are not listed in these tables
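Lipoxygenase turnover measured by absorbance at 573 and 405 nm after Fe-XO development. Human 12hLO 150 nM, arachidonate 40 uM, pH 7.0 Hepes buffer with detergent; 15 min compound preincubation, 30 min reaction.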
IMPase inh: membrane-permeable compound that blocks inositol monophosphatase; P97697; CHO-M1 cells, IP1 accumulation, HTRF TR-FRET ratio; inhibition (IP1 accumulation), % at 46.1 µM; 120,000 tested, under 10 active; AID 901; active = well fitted curve in the direction sought with a large enough effect in the signal ratio, not every such curve was filed as active; inconclusive = small, poorly fitted or top-dose-only effect, or a change in a side signal; inactive = no such curve, though single readings can be large or run the other way; the % refers to the signal ratio;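 also: cells stimulated with carbachol in lithium chloride buffer; plate controls were DMSO basal wells for no effect and reference inhibitor wells for full effect; higher means more IMPase inhibition seen as more IP1 and lower FRET ratio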
Target sequence (P97697 whole entry, looked up): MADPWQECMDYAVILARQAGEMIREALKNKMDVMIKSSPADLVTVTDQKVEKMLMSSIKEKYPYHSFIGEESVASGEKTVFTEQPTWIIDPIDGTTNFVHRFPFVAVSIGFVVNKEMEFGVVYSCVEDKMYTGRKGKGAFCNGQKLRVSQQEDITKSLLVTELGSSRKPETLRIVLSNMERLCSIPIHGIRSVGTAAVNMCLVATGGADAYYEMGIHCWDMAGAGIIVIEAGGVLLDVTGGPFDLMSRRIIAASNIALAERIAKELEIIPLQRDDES
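Cellular IMPase inhibition is scored as a rise in cytosolic IP1, detected by competitive TR-FRET between d2-labelled IP1 and a europium anti-IP1 antibody. M1-expressing CHO cells were stimulated with carbachol for 30 min at 37C, with lithium (50 mM LiCl) present in the buffer.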
* hit, by the source's call; ? = inconclusive; . = not tested or not shown; [ ] = dose if it differs, or a comment. Unless noted, calls follow the shape of the dose curve; as a rule, active = well fitted curve in the direction sought with a large enough effect; inconclusive = small, poorly fitted or top-dose-only effect, or another doubt; inactive = no such curve, though single readings can be large; an effect the other way counts as inactive or inconclusive. Unless noted, % is scaled to controls: 0 for no effect and ±100 for the full control effect.

12-hLO inh | IMPase inh | 15-hLO-2 inh | PNC inhibitor | Molecule
0% | -12 | 2% | 21 | N#Cc1c(N)nc(SCC(=O)NCc2ccc3c(c2)OCO3)c(C#N)c1-c1cccs1
-6% | 7[9.22 µM] | -14% | 0 | O=C(CCN1Cc2ccccc2C1)c1ccc2c(c1)OCCO2
0% | 2 | 23% | ? | Cc1cc2ncn(/N=C/c3cc(Br)ccc3O)c2cc1C
5% | 3 | . | ? | COc1ccc(-c2nnc(SCC(=O)NC3CCCc4ccccc43)n2N)cc1 (centres undefined)
-4% | 2 | 14% | 23 | Cc1ccc(Oc2ncccc2/C=N/OCc2ccc(Cl)c(Cl)c2)cc1
4% | 8 | -2% | 44 | O=C(CCn1nc(-c2ccc(Cl)cc2)ccc1=O)N1CCN(c2ccccn2)CC1
4% | -6 | . | 16 | O=C(Cn1c2ccccc2c(=O)c2ccccc21)N/N=C/c1cc([N+](=O)[O-])ccc1N1CCCCC1
0% | 5 | -8% | -28 | C=CCn1c(N)c(C(=O)OCC)sc1=S
-6% | 1 | -8% | 33 | O=C(Cc1ccc(Br)cc1)NC1CCCCC1
5% | . | . | 16 | COc1cccc(/C=C/C(=O)OCC(=O)NCc2ccco2)c1OC
1% | 10 | -1% | ? | CCC(Oc1ccc(C)c(C)c1)C(=O)O (centres undefined)
-5% | -8 | 6% | -8 | O=C(O)c1cn(-c2ccccc2)nc1-c1cccnc1
-5% | -4 | 11% | -2 | Cc1ccc(Oc2cc(C)nc(-c3ccccc3O)n2)cc1
7% | 0 | -1% | 5 | O=S(=O)(/C=C/c1ccccc1)c1ccccc1
2% | -2 | -3% | 26 | O=C(O)CCc1nn2c3ccccc3nc2n(-c2ccccc2)c1=O
-6% | -2 | -7% | 1 | Cc1ccc(NC(=O)Cn2cnc3c(=O)n(C)c(=O)n(C)c32)c(C)c1
-23% | 2 | . | ? | Clc1ccccc1CN(Cc1ccco1)Cc1nnnn1C1CCCC1
-28% | 3 | -7% | ? | O=c1[nH]c2cc3c(cc2cc1CN(Cc1cccs1)Cc1nnnn1Cc1ccco1)OCCO3
1% | 13 | 3%[2.29 µM] | ? | CC1=C(C(=O)Nc2ccc(C)cc2)C(c2ccc(C)o2)C2=C(CC(C)(C)CC2=O)N1 (centres undefined)
-5% | 10 | -11% | ? | Cc1ccc(C(=O)N(c2ccccc2)C2CC(C)N(C(=O)c3ccco3)c3ccccc32)cc1 (centres undefined)
-3% | 4 | -8% | 7 | CCc1ccc(CNCCNCC(C)O)cc1 (centres undefined)
1% | -10 | . | -100* | COc1ccc(S(=O)(=O)N2c3cc(Cl)ccc3Oc3nc4ccccc4nc32)cc1
-7% | . | . | 9 | COc1ccccc1Nc1ccc([N+](=O)[O-])cc1N
-2% | -14 | . | -17 | Cc1cccc2c1N(CCOc1ccc(C(C)(C)C)cc1)C(=O)C2=O
-3% | 21 | -1% | 9 | CCN(CC)CCNC(=O)Cc1c(C(=O)O)n(CC)c2ccccc12
-2% | . | . | 87 | O=C(CNC(=O)c1ccc(N2C(=O)c3ccccc3C2=O)cc1)OCC(=O)c1ccc(Cl)cc1
-2% | -12 | 5% | -14 | O=C(O)C1C2C=CC(C2)C1C(=O)NCCCn1ccnc1 (centres undefined)
-22% | 0 | ? | -4 | Nc1ccc(N2CCCCC2)cc1N1CCCCC1
6% | 4 | 4% | 27 | Cc1nn(C)cc1CNC(=O)Nc1ccc(Cl)c(Cl)c1
3% | 7 | 74%[activator] | 22 | CCOC(=O)c1cnc(-n2nc(C)cc2C)nc1Nc1ccccc1OC
1% | -5 | . | 43 | Cc1ccccc1NC(=O)CCSc1nnnn1-c1ccccc1
-3% | . | . | 33 | Cc1c(Br)c(-c2n[nH]c(=S)n2Cc2ccco2)nn1C
-1% | 5 | . | -10 | CCOC(=O)C(C)/C(C)=N/NC(=O)c1cc2ccccc2cc1O (centres undefined)
-4% | 6 | . | -4 | CCOC(=O)C(NC(=O)c1ccccc1Cl)(Nc1sc2c(c1C(N)=O)CCC2)C(F)(F)F (centres undefined)
1% | -12 | . | 22 | O=C(OCC(=O)N1CCc2ccccc2C1)c1ccc(N2CCOCC2)c([N+](=O)[O-])c1
-4% | -7 | 19% | 2 | Brc1ccccc1Cn1c(-c2cncs2)nc2ccccc21
0% | 3 | 5% | 22 | O=C(O)c1ccccc1OCCOc1ccccc1
-3% | -9 | -4% | 12 | Cc1cc(C(=O)Nc2ccc3c(c2)OCCO3)c(C)o1
-3% | . | 10% | . | COCC(=O)N1CCC2(CC1)CN(Cc1nccs1)C2
-5% | . | . | 83 | CCNc1nc(NC(C)C)nc(N(n2cnnc2)S(=O)(=O)c2ccc(C)cc2)n1
-1% | 5 | 0% | -2 | Cc1c(C(=O)OCCOC(C)C)[nH]c2c1C(=O)CC(C)(C)C2
2% | 0 | ? | ? | Cc1ccc(-c2nc3ccccc3o2)cc1NC(=O)c1ccc2c(c1)OCO2
0% | 0 | 0% | 12 | COc1ccccc1NC(=O)CN1CCN(c2ccc(Cl)cc2)CC1
-3% | -13 | -6% | 13 | O=C(CCC(=O)N1CCCc2ccccc21)N1CCN(S(=O)(=O)c2ccccc2)CC1
-2% | . | . | 4 | CCOC(=O)c1ccc(N/C(=N/S(=O)(=O)c2ccccc2)c2ccccc2)cc1
-5% | 10 | 10% | 57 | CCOc1ccc2nc(SCC(=O)Nc3cc4c(cc3C(C)=O)OCO4)[nH]c2c1
-6% | -10 | 16% | 9 | O=C(CCC1CCCC1)NCc1ccccn1
2% | -8 | 1% | 1 | Cn1c(=O)c2c(ncn2CC(=O)N2CCN(c3ccccc3F)CC2)n(C)c1=O
-3% | -7 | -10% | ? | COc1ccc(C(=O)c2c(C(F)(F)F)oc3c2C(=O)c2ccccc2C3=O)cc1OC
-4% | . | . | ? | CCN(CC)S(=O)(=O)c1ccc(N2CCCC2)c(C(=O)Nc2ccc(OC)c(Cl)c2)c1
-7% | 8 | 6% | -15 | CCCc1cc(-c2ccc(O)c(OCC)c2)c(C#N)c(N)n1
1% | . | 2% | . | COC(=O)c1ccc(C(NC(=O)OCc2ccccc2)/C(F)=C/[C@@H](C)C(=O)NCCO)cc1 (some centres undefined)
1% | 6 | 2% | 24 | Cc1ccc(CC2CC(=O)N(c3nc4ccccc4n3C)C2=O)cc1 (centres undefined)
-1% | 4 | -7% | -16 | O=C(CN1C(=O)COc2ccccc21)NCc1ccccn1
-3% | 3 | 0% | 14 | CC(=O)c1ccc(N2CCN(C(=O)C3CCCN(S(=O)(=O)c4cnc[nH]4)C3)CC2)cc1 (centres undefined)
-1% | ? | . | ? | NS(=O)(=O)c1ccc(N2N=C(c3ccccc3)CC2c2ccccc2)cc1 (centres undefined)
-10% | . | . | 33 | FC(F)(F)c1cccc(NC(=S)NC2CCCC2)c1
0% | -8 | . | -24 | Cc1nc2ccccc2n1CC(=O)NCCN1CCOCC1
-3% | 0 | -3% | ? | CC(C)(C)c1ccc(C2CC2C(=O)N/N=C\c2cc3ccccc3nc2Cl)cc1 (centres undefined)
4% | 2 | -5% | ? | CCCCn1c(SCc2nnc(-c3ccccc3)o2)nc2c1c(=O)n(C)c(=O)n2C

Ordered by length of the SMILES (highest first): some entries from above.
12-hLO inh | IMPase inh | 15-hLO-2 inh | PNC inhibitor | Molecule
-4% | . | . | ? | CCN(CC)S(=O)(=O)c1ccc(N2CCCC2)c(C(=O)Nc2ccc(OC)c(Cl)c2)c1
-5% | 10 | 10% | 57 | CCOc1ccc2nc(SCC(=O)Nc3cc4c(cc3C(C)=O)OCO4)[nH]c2c1
-1% | 4 | -7% | -16 | O=C(CN1C(=O)COc2ccccc21)NCc1ccccn1
-10% | . | . | 33 | FC(F)(F)c1cccc(NC(=S)NC2CCCC2)c1
-6% | -10 | 16% | 9 | O=C(CCC1CCCC1)NCc1ccccn1

New compounds follow:
12-hLO inh | IMPase inh | 15-hLO-2 inh | PNC inhibitor | Molecule
-18% | -3 | 0% | ? | CC(=O)Nc1cccc(C(=O)Oc2cccc(C)c2)c1O
-11% | 9 | 2% | 39 | CC(C)c1nc2sc3c(NCc4ccco4)ncnc3c2c2c1COC(C)(C)C2
-6% | 6 | 11% | 46 | CCCCn1cc(C(=O)c2cc(Br)ccc2O)cc(C#N)c1=O
0% | -2 | 2% | 33 | O=C(Nc1ccc(NC(=O)c2ccco2)cc1)c1cnccn1
-6% | . | . | 38 | O=C(O)c1cc(N/N=C/c2ccc(N3CCOCC3)s2)ccc1Cl
2% | -3 | -4% | ? | O=C(CC(NS(=O)(=O)c1ccc(Cl)cc1)c1ccco1)N1CCc2ccccc21 (centres undefined)
-1% | . | . | 59 | CC(=O)Nc1ccc(NC(=O)C(C)OC(=O)/C=C/c2cn(-c3ccccc3)nc2-c2cccnc2)cc1 (centres undefined)
1% | 13 | 0% | 23 | O=C(NC1CCS(=O)(=O)C1)c1ccc(S(=O)(=O)NCC2CCCO2)cc1 (centres undefined)
-4% | 1 | -9% | ? | CCOc1ccccc1C(=O)NC(CO)C(=O)O (centres undefined)
-4% | . | . | 14 | CC1CC1C(=O)Nc1nc(-c2cccs2)c(-c2cccs2)s1 (centres undefined)
-3% | . | . | 65 | Cc1ccc2c(CN3CCN(S(=O)(=O)/C=C/c4ccccc4)CC3)cc(=O)oc2c1
-4% | . | . | 2 | CS(=O)(=O)Nc1cccc(C2=NN(C(=O)c3ccccc3Cl)C(c3ccccc3O)C2)c1 (centres undefined)
-1% | 1 | 1% | 8 | COc1cccc(C2=NOC(C(=O)NC(C)(C)C)C2)c1 (centres undefined)
0% | -7 | -2% | 14 | CNc1cnn(-c2ccccc2)c(=O)c1Cl
6% | 6 | -9% | 0 | Cc1nc(Nc2ccccc2)[nH]c(=O)c1CCC(C)C
0% | -4 | 6% | -17 | CCOC(=O)N1CCN(C(=O)C2CC(c3cc(OC)ccc3OC)=NO2)CC1 (centres undefined)
-2% | -6 | . | 7 | Cc1ccc(NC(=O)CSc2nc3c(c(=O)[nH]2)CN(Cc2ccc(F)cc2)CC3)cc1C
-7% | 8 | . | -4 | CCCN1CNC(=S)N(c2ccc(C(=O)OCC)cc2)C1
-8% | ? | . | ? | CC(C)OC(=O)c1c(NS(=O)(=O)c2ccccc2)sc2c1CCCC2
-4% | -5 | 0% | 20 | CC(C)(C)c1ccc(S(=O)(=O)NCC(=O)Nc2ccc(-c3nc4ccccc4s3)cc2)cc1
-5% | . | . | 29 | CCn1cc(C(=O)Nc2ccc(OC)c(S(=O)(=O)N3CCCCC3)c2)c(=O)c2ccc(C)nc21
-5% | 8 | 43%[activator] | 19 | COc1cccc(C(=O)N/N=C(/c2ccccc2)c2ccccn2)c1
2% | 1 | 48%[activator] | -22 | COc1ccc(-c2nn(-c3ccccc3)cc2C(=O)Nc2nccs2)cc1
-7% | 0 | 15% | 14 | CC(Nc1ccc(Br)cn1)c1cc(Cl)ccc1O (centres undefined)
0% | 0 | -10% | -111* | CCCOc1ccc2c3c(c(=O)oc2c1OCCC)CCCC3
-15% | . | . | 25 | CCOC(=O)c1cnc2ccc(OCC)cc2c1NCc1ccccc1
-1% | 20 | . | 21 | O=C(COc1ccc(S(=O)(=O)NC2CCCCC2)cc1)NC1CCCCC1
17% | -10 | . | 7 | CC(C)NC(=O)Cn1nc(C(F)(F)F)c2c1CCC2
3% | 5 | -4% | ? | CCCN(c1nc(C)cc(OC)n1)S(=O)(=O)c1ccccc1
-2% | 1 | 5% | -27 | CCN1CCN(c2ncc3c(n2)CC(c2ccc(OC)c(OC)c2)CC3=O)CC1 (centres undefined)
-11% | 10 | -1% | 13 | COc1ccc(-c2cc(=O)c3ccccc3s2)cc1
8% | 5 | -1% | 125 | CCc1ccc(-n2nnnc2SCC(=O)NNC(=O)c2ccco2)cc1
-13% | -3 | -14% | 2 | COc1ccccc1N(CC(=O)Nc1ccc2c(c1)OCO2)S(=O)(=O)c1ccccc1
-2% | -1 | . | 0 | CCOc1cc(C(=O)Nc2cc(C)ccc2C)ccc1OCC(=O)N1CCCCC1
0% | -8 | . | -21 | CCOc1cc(N2CCOCC2)c(OCC)cc1NC(=O)CN1CCC(Cc2ccccc2)CC1

The list is partial; the hit share may differ from the screen's.
